Compound activity as filed in PubChem BioAssay.
AmpC inh detg: inhibitors of E. coli AmpC beta-lactamase with detergent | AmpC hydrolysis of nitrocefin, absorbance 480 nm, 0.01% Triton | Potency, µM (top dose mostly 114 µM), without a hit: top-dose activity change, negative = inhibition, actives largely listed as inhibitors | AID 485294 | P00811 | 0.041% of 370,000 active;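 also: potency is read from the fitted curve at half-maximal effect; 0% = no-compound wells and -100% = no-enzyme wells; nearly all actives have a fitted effect of over 25% in size; some results filed as inactive show a strong effect at the top dose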
Target sequence (P00811 whole entry, looked up): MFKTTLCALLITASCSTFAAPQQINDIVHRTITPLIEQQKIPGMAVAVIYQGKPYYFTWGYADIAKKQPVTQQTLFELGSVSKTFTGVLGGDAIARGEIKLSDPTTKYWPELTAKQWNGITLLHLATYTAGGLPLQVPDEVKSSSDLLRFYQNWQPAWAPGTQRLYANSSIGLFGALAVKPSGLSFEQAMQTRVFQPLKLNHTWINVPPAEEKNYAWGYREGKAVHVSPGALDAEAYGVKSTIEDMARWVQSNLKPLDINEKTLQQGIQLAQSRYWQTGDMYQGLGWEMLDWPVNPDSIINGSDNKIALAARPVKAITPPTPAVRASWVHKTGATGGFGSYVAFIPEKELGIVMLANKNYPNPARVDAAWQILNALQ
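20 mM phosphate pH 7.0 + 0.01% (detergent screen) or 0.0001% Triton X-100; 5.3 nM AmpC reagent; cpd preinc 15 min RT; nitrocefin (800 uM stock) to start; A480 q20 s × 4 min; Activity was normalised to no-enzyme and no-compound control wells.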
AmpC no deterg: AmpC beta-lactamase inhibition without detergent. AmpC nitrocefin hydrolysis, absorbance 480 nm, 0.0001% Triton. Potency, µM (titrated, usually from 57.1 µM), for the others: at the highest dose activity change, negative = inhibition, most hits filed as inhibitors. 0.52% of 330,000 active;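 also: potency is read from the fitted curve at half-maximal effect; plate controls were no compound for no effect and no enzyme for full effect; nearly all actives have a fitted effect of over 20% in size; some results filed as inactive show a strong effect at the top dose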
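AmpC (5.3 nM in the dispensed reagent) in 20 mM phosphate pH 7.0 with 0.01% (detergent screen) or 0.0001% Triton X-100 was preincubated with compounds for 15 min at room temperature. Nitrocefin was then added from an 800 uM solution, and hydrolysis was followed at 480 nm.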
HCMV inh: blocks human cytomegalovirus replication. HFF cells, HCMV-luciferase reporter, 72 h; stronger effect = lower value. activity change, negative = inhibition, % at 57.5 µM. 4.5% of 410,000 active. AID 1259415; in the data active = activity change below about -60%; inconclusive = no clear call, values can overlap the other calls; inactive = above about -39%
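After 16 h attachment at 37C, HFF cells received test compound and HCMV-luciferase (1 PFU/cell); reporter luminescence read 72 h later, data normalized against buffer-only and known inhibitor Salinomycin.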
LmPK inhibitor: inhibitors of Leishmania mexicana pyruvate kinase; purified LmPK, Kinase-Glo ATP luminescence, 1 h; 0.37% of 290,000 active; Potency, µM (titrated, usually from 57.5 µM), for inactives: top-dose activity change, negative = inhibition, actives largely listed as inhibitors; also: potency is read from the fitted curve at half-maximal effect
Target sequence (Q27686 whole entry, looked up): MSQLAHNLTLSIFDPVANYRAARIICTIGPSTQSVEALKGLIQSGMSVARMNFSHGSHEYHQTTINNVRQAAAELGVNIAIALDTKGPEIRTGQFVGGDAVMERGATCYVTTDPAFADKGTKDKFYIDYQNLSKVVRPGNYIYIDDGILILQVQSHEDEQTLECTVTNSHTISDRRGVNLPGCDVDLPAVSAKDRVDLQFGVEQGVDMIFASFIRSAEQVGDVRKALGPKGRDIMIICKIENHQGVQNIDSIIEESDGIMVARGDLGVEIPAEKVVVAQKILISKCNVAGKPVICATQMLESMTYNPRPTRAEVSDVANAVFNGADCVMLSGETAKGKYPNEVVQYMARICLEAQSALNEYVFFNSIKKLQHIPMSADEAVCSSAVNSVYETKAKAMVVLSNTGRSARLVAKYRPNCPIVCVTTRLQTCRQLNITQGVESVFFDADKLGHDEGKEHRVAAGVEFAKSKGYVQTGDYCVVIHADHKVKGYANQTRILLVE
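Pyruvate kinase activity monitored as ATP production (luciferase luminescence). Conditions: 0.1 nM enzyme, 0.5 mM PEP, 0.1 mM ADP, 1 h, RT; normalized against uninhibited and no-enzyme wells.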
HCV inhibitor: HCV inhibition; Huh7.5.1 HCVcc-Cre infection, luciferase reporter, 44 h; Potency, µM (series often up to 41.8 µM), without a hit: at the highest dose activity change, negative = inhibition, actives largely listed as inhibitors; 3.4% of 340,000 active; also: potency is read from the fitted curve at half-maximal effect
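Infectious HCV cell culture screen: compound-treated cells (1,000/well, pre-plated 4 h) are infected with HCVcc-Cre at roughly 0.5 moi and grown 44 h. Infection is quantified by luciferase signal after 15 min substrate incubation at room temperature.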
Tb PYK inh: blocks Trypanosoma brucei pyruvate kinase | Q57TT1 | TbPYK enzyme, Kinase-Glo Plus ATP luminescence, 45 min | Potency, µM (doses to about 76.8 µM), for inactives: at the highest dose activity, negative = inhibition, hits mostly inhibitors | 0.12% of 410,000 active | AID 624173; also: potency is read from the fitted curve at half-maximal effect; nearly all actives have a fitted effect of over 50% in size
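Glycolytic pyruvate kinase of T. brucei was incubated with substrate, test compound and 130 uM ADP for 45 minutes at room temperature. Luminescent Kinase-Glo Plus signal was measured after 10 minutes.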
AMA1 RON2 block: inhibitors of Plasmodium falciparum AMA1-RON2 interaction. Potency, µM (titrated, usually from 58.2 µM), inactives show top-dose activity change, negative = inhibition, most hits filed as inhibitors. 0.2% of 360,000 active. AID 720542. AlphaScreen AMA1-biotinylated RON2 peptide binding;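 also: potency is read from the fitted curve at half-maximal effect; 0% = vehicle wells and -100% = peptide control; nearly all actives have a fitted effect of over 45% in size; some results filed as inactive show a strong effect at the top dose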
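AMA1 (3D7) with his tag at 25 nM final met compounds first, then biotinylated RON2 peptide at 25 nM; detection used donor plus acceptor beads, 10 µg/mL apiece, read by AlphaScreen after 30 min at room temperature.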
* hit, by the source's call; ? = inconclusive; . = no result given; & = joins results of further samples; [ ] = another dose, or the depositor's remark. Unless noted, calls follow the shape of the dose curve; as a rule, active = well fitted curve in the direction sought with a large enough effect; inconclusive = small, poorly fitted or top-dose-only effect, or another doubt; inactive = no such curve, though single readings can be large; an effect the other way counts as inactive or inconclusive. Unless noted, % is scaled to controls: 0 for no effect and ±100 for the full control effect.

nr | Molecule | AmpC inh detg | AmpC no deterg | HCMV inh | LmPK inhibitor | HCV inhibitor | Tb PYK inh | AMA1 RON2 block
1 | O=C(O)c1nn(CCOc2cccc(Cl)c2)c(=O)c2ccccc12 | 2% | -19% | 81 | 4% | 2% | 0% | 35%[activator]
2 | Cc1ccc(C(=O)NCC(=O)OCn2nnc3ccccc3c2=O)cc1 | -3% | -31% | 2 | . | ? | 0% | -4%
3 | CCN(C[C@H]1N[C@@](Cc2ccccc2)(C(=O)OC)[C@H]2C(=O)N(C)C(=O)[C@@H]12)C(=O)NC(C)C | . | -4% | 12 | . | -14% | 5% | 0%
4 | OCC1(Cc2ccccc2)CCN(Cc2cnc(-c3ccc(Cl)cc3)nc2)CC1 | -3% | 156%[activator] | -67* | -3% | 10µM* | 4% | -28%
5 | CC(=O)Oc1oc(-c2ccccc2)nc1C=Nc1ccccc1 | 2% | -26% | 32 | -4% | 9% | -15% | 2%
6 | Cc1cc(C)c(C)c(S(=O)(=O)N2CCC(C(=O)NCc3cccs3)CC2)c1C | . | . | 20 | . | . | 3% | -5%
7 | CNS(=O)(=O)c1ccc(NC(=O)C2c3ccccc3Oc3ccccc32)cc1 | -3% | -34% | 3 | 3% | -27% | 4% | -10%
8 | CCNC(=O)C1Cc2cc(S(=O)(=O)N3CCCC3)ccc2N1C(C)=O (stereo not drawn) | 5% | -22% | 17 | 0% | 16% | -6% | -2%
9 | Cc1ccc2onc(CC(=O)O)c2c1 | -14% | -13% | 13 | -1% | 9% | -5% | 7%
10 | CCOc1ccccc1NC(=O)CCCn1cc([N+](=O)[O-])cn1 | 7% | -21% | 20 | 19% | -21% | -4% | -1%
11 | O=S(=O)(c1ccc(F)cc1)N1CCC2(CC1)OCCN2S(=O)(=O)c1cccs1 | -6% | -31% | -8 | . | ? | -1% | -10%
12 | Cc1nn(-c2ccccc2)c(OC(=O)C(C)C)c1Sc1ccccc1 | -2% | . | -6 | . | . | -21% | .
13 | COc1ccc(/C(N)=N/OC(=O)CN(C)S(=O)(=O)c2ccccc2)cc1 | 0% | -28% | 37 | -1% | -11% | -10% | 4%
14 | O=C(OCc1ccc(F)cc1)c1cccnc1Cl | -5% | -15% | -60* | -4% | 14% | -1% | 29%
15 | CCOC(=O)Cn1cc(C(=O)C(=O)N2CCOCC2)c2ccccc21 | 1% | 0% | 2 | -1% | 10% | -3% | -6%
16 | CCN1CCOC(=O)C1CC(=O)Nc1cccc(OC)c1 (stereo not drawn) | 6% | . | 20 | . | . | -3% | .
17 | O=C(NCc1ccco1)/C(=C/c1ccc(F)cc1)NC(=O)c1ccccc1 | -9% | -24% | -5 | 9% | 18% | 1% | 7%
18 | C=CCn1c(-c2ccc(OC)cc2)nc2ccccc21 | -1% | -11% | -2 | -4% | 21% | -7% | -5%
19 | Cc1ccc(C(=O)NCC(=O)OCC(=O)Nc2cccc(S(=O)(=O)N3CCCC3)c2)cc1C | -2% | -27% | 4 | 1% | 4% | 8% | -1%
20 | O=c1c(-n2cncn2)c[nH]n1-c1cccc(Cl)n1 | 5% | -21% | 3 | -2% | 20% | -16% | 7%
21 | CCCC12CN3CC(CCC)(CN(C1)C3c1c[nH]c3ccc(OC)cc13)C2=O (stereo not drawn) | 20% | . | 14 | . | . | -12% | .
22 | Cc1ccc(N2C(=O)CSC23C(=O)N(CC(=O)NCc2ccccc2)c2ccccc23)cc1C (stereo not drawn) | 1% | . | -2 | . | . | -4% | .
23 | CSc1ccc(/C=C/C(=O)c2c(O)cc(C)oc2=O)cc1 | -11% | 28µM* | -80* | ? | 9% | -6% | 84%[activator]
24 | CCOC(=O)c1c(CC(C)C)csc1/N=C/C1=C(O)CCCC1=O | -4% | 5% | -98* | 1% | ? | -7% | 2%
25 | CN(C(=O)CSc1nnc2ccccn12)C1CCS(=O)(=O)C1 (stereo not drawn) | -6% | -18% | -1 | -1% | 14% | -1% | 3%
26 | CCN(CC(=O)NCc1ccc(F)cc1)C(=O)CN1CCN(c2cc(Cl)ccc2C)CC1 | 0% | 178%[activator] | 38 | 1% | 6.3µM* | 3% | 4%
27 | CC(=O)c1cccc(NC(=O)CCC2CCCC2)c1 | -5% | -8% | 59 | 7% | -11% | 2% | 24%
28 | CCCCn1nc2cc(C(=O)NCCCCc3ccccc3)ccc2c1OCC | 2% | -10% | 9 | 0% | ? | -9% | -3%
29 | Cc1oc(-c2cccc(Cl)c2)nc1CN1CCC(C(=O)NCc2cccnc2)CC1 | 0% | 88%[activator] | 0 | 0% | ? | -7% | 0%
30 | CCC(=O)N1c2ccc(C)cc2C2=NNC(=S)NC21O (stereo not drawn) | ? | -8% | 10 | -3% | 8% | 5% | 107%[activator]
31 | COc1ccc(/C=N/NC(=O)c2ccccc2O)cc1CSc1ccccn1 | 0% | -35% | -17 | 2% | -11% | 6% | 7%
32 | O=C(C[C@H]1C[C@H](C(=O)N2CCCCC2)[C@@]2(CCc3ccccc3)c3[nH]c4ccc(Cl)cc4c3CCN2C1=O)NCCC1=CCCCC1 | . | -24% | 22 | . | 5% | -3% | -9%
33 | O=C(CCSc1nnc(-c2ccncc2)o1)Nc1cccc(Cl)c1 | 5% | -1% | ? | 1% | 10% | -4% | 14%
34 | FC(F)(F)c1cc(-c2ccc3c(c2)OCO3)nc(NCc2ccco2)n1 | -1% | -36% | 26 | 3% | 6.3µM* | -22% | 6%
35 | CCOC(=O)C(NC(=O)Nc1ccc(Cl)cn1)(Oc1ccc(F)cc1)C(F)(F)F (stereo not drawn) | -4% | -25% | 21 | -3% | 37%[activator] | 2% | 25%
36 | CCc1nnc(NC(=O)CSc2nnc(-c3ccco3)o2)s1 | 0% | -25% | -26 | -4%[11.5 µM] | 7% | -3% | 50%[activator]
37 | COc1cc(C(=O)Oc2cc(N)n(S(=O)(=O)c3ccc(F)cc3)n2)cc(OC)c1OC | ? | -14% | 28 | 0% | 20% | -2% | 0%
38 | CCN(CC)Cc1c(O)ccc2c(=O)c(-c3ccc(Cl)cc3)coc12 | ? | 2% | -7 | -4% | -12% | -4% | 12%
39 | CC1(C)CC(=O)C(C=Nc2ccc(N)cc2)=C(O)C1 | 3% | -40% | 23 | -7% | 1% | 0% | 41%[activator]
40 | COc1ccc(/C=N/OCC(=O)Nc2cc(C)on2)cc1OC | 0% | -14% | -9 | -5% | -10% | 5% | 11%
41 | Cc1ccc(C2(c3ccc(C)cc3)CC2C(=O)Nc2ccc([N+](=O)[O-])cc2O)cc1 (stereo not drawn) | -15% | -55% | -102* | -2% | 3.5µM* | 1% | ?
42 | O=C(NCC(O)c1ccc([N+](=O)[O-])cc1)C(c1ccccc1)c1ccccc1 (stereo not drawn) | -5% | -14% | 40 | 0% | -18% | 2% | 12%
43 | Cc1c(N=c2scc(-c3ccccc3)n2C)c(=O)n(-c2ccccc2)n1C | -3% | 8% | -19 | -5% | 4% | -1% | -2%
44 | Clc1ccccc1CNC1CN2CCC1CC2 (stereo not drawn) | 0% | -4% | ? | -2% | -14% | 2% | 4%
45 | COc1ccc(-n2c(Cc3ccccc3)nc3ccccc3c2=O)cc1 | ? | 46% | -23 | -3% | 4% | -11% | -5%
46 | CCOc1ccccc1NC(=O)CSc1nc(=O)n(Cc2ccncc2)c2c1CCC2 | ? | 51% | -12 | . | 4% | 4% | -4%
47 | O=C(CSc1nnc2ccccn12)NNC(=O)c1ccc(Br)cc1 | 2% | -17% | -14 | 7% | 16% | -3% | 41%[activator]
48 | CCOc1ccc(C2C(C(=O)c3ccco3)=C(O)C(=O)N2CCCn2ccnc2)cc1 (stereo not drawn) | 4% | -5% | 61 | -3% | -5%&3% | -6% | 11%
49 | O=C(CSc1ncnc2c(-c3ccc(Cl)cc3)nsc12)c1ccccc1 | -17% | -19% | 43 | -2% | 2% | 0% | 1%
50 | N/C(=N\OC(=O)N1c2ccccc2Sc2ccccc21)c1ccccc1 | ? | -51% | ? | 5% | -3% | 0% | -12%
51 | O=C(COc1ccccc1Br)N1CCNC1=O | -1% | 0% | ? | . | 11% | 4% | 7%
52 | COc1ccc(OC)c(S(=O)(=O)Nc2ccc(C(N)=O)cc2)c1 | -15% | -28% | 20 | -2% | 16% | 7% | 7%
53 | CSCCOC(=O)C1=C(C)Nc2ccc(C)cc2S1 | -11% | -8% | -18 | -3% | -15% | -14% | 18%
54 | O=C(COC(=O)c1ccccc1Nc1ccc(SC(F)F)cc1)NCc1ccco1 | 2% | -41% | -37 | 2% | -18% | -4% | -2%
55 | Cc1ccc(S(=O)(=O)NCCSc2nnnn2C)cc1 | -9% | -22% | -23 | 1% | 4% | -14% | -1%
56 | CC(=O)c1ccccc1NC(=O)CN1C(=O)CS/C1=C\c1nc(-c2ccc(C)cc2)cs1 | 2% | -37% | 6 | 2% | ? | 2% | -4%

Record cards, as listed above. Order of values: AmpC inh detg	AmpC no deterg	HCMV inh	LmPK inhibitor	HCV inhibitor	Tb PYK inh	AMA1 RON2 block
`CSCCOC(=O)C1=C(C)Nc2ccc(C)cc2S1` as listed: -11%	-8%	-18	-3%	-15%	-14%	18%
`O=C(COc1ccccc1Br)N1CCNC1=O` as listed: -1%	0%	?	.	11%	4%	7%
`O=C(COC(=O)c1ccccc1Nc1ccc(SC(F)F)cc1)NCc1ccco1` as listed: 2%	-41%	-37	2%	-18%	-4%	-2%

(next part)
nr | Molecule | AmpC inh detg | AmpC no deterg | HCMV inh | LmPK inhibitor | HCV inhibitor | Tb PYK inh | AMA1 RON2 block
57 | O=C(NCc1cccc(CNC(=O)C(=O)NCc2ccco2)c1)C(=O)NCc1ccco1 | ? | -35%[11.4 µM] | -1 | -6% | 11% | 7% | 9%
58 | CC(=O)c1sc(NCCOc2ccc(C)cc2)nc1C | -2% | -13% | -35 | 1% | ? | 1% | -5%
59 | COC(=O)CSC1=C(C#N)C(c2ccc3c(c2)OCO3)C2=C(CCCC2=O)N1 (stereo not drawn) | -7% | -18% | . | 1% | -10% | -3% | 6%
60 | Cc1ccc(CNC(=O)C2CCCN(S(=O)(=O)c3cn(C)cn3)C2)cc1 (stereo not drawn) | 0% | . | -15 | . | . | -3% | .
61 | O=C(NCc1ccc(F)cc1)c1ccc(NC(=O)N2CC3CCCN3c3ccccc32)cc1 (stereo not drawn) | 2% | . | 5 | . | . | -7% | .
62 | CCCCC(=O)NC(=S)NNC(=O)CC#N | -20% | -11% | 11 | -2% | 7% | -4% | -1%
63 | Cc1cc(=O)oc2cc(OCC(=O)N3CC(C)OC(C)C3)ccc12 (stereo not drawn) | ? | -10% | -5 | 1% | 20% | 6% | -9%
